# Screening data deposited in PubChem by several laboratories.
# rCAG binder = r(CAG) repeat RNA binding; AID 651821; TO-PRO-1 dye displacement fluorescence; 1.3% of 370,000 active; inhibition, % at 3 µM;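 active = inhibition above the plate cutoff, the mean of all test compounds on that plate plus 3 SD, cut at about 35% in these data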;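 note: 0% = DMSO alone and 100% = 100 µM mitoxantrone as full dye displacement; higher means more dye released from RNA so lower well fluorescence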
# PG9 Ab binder = binds the HIV-1 gp120 antibody PG9; inhibition, % at 6.7 µM; TR-FRET gp120-PG9 antibody binding; 0.43% of 360,000 active; in the data active = inhibition above about 8.5%
# NPR2 activator = GC-B (human) receptor activation. P20594. HEK293-GC-B cells, CNP EC30, cGMP TR-FRET; 0% at EC30 CNP, 100% saturating CNP. activation, % at 10 µM. 0.11% of 370,000 active;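 active = activation at 10 µM reaching about 35% in either raw or pattern-adjusted values, limit read from the data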
# ASAP1 inh = blocks human ASAP1-stimulated Arf1 GTP hydrolysis. Q9ULH1. GDP FP detection. inhibition, % at 16.5 µM. 0.19% of 360,000 active; in the data active = inhibition above about 25%;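 note: 0% = vehicle with enzyme and substrate and 100% = no enzyme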
# HTRA1 inh = inhibitors of human serine peptidase HTRA1; 0.5% of 340,000 active; recombinant HTRA1, FP-rhodamine activity-based probe, fluorescence polarization; Q92743; AID 504803; inhibition, % at 5.96 µM; in the data active = inhibition above about 36%;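 note: 0% = enzyme with DMSO and 100% = wells lacking enzyme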
# ARFGAP1 inh = inhibits rat ARF GTPase activating protein 1 | Arfgap1-stimulated ARF1 GTP hydrolysis, GDP FP detection | 0.26% of 360,000 active | Q62848 | inhibition, % at 16.5 µM;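 active = inhibition above a per-plate limit, mean inhibition of low control wells plus 3 SD, cut at about 25% in these data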;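 note: 0% = DMSO wells with enzyme and 100% = wells lacking Arfgap1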
#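 material = rat Arfgap1 catalytic domain, aa 1-136 | also added = human ARF1(Δ1-17)-GTP substrate | compound dosing = one concentration, 16.5 µM, DMSO 1.26% | times = GTP hydrolysis reaction 2 h at 25 °C | measured by = FP, GDP Alexa 633 tracer displaced from anti-GDP antibody, 620/688 nm | evaluation = percent inhibition of Arfgap1-stimulated GTP hydrolysis | replication = single well per compound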
# GC-A act = GC-A (human) enzyme activation; P16066; HEK293 GC-A cells, cGMP TR-FRET, EC30 ANP; 0% at EC30 ANP, 100% saturating ANP; 0.14% of 370,000 active; activation, % at 10 µM; in the data active = activation above about 40%
# Target sequence (P16066 whole entry, looked up): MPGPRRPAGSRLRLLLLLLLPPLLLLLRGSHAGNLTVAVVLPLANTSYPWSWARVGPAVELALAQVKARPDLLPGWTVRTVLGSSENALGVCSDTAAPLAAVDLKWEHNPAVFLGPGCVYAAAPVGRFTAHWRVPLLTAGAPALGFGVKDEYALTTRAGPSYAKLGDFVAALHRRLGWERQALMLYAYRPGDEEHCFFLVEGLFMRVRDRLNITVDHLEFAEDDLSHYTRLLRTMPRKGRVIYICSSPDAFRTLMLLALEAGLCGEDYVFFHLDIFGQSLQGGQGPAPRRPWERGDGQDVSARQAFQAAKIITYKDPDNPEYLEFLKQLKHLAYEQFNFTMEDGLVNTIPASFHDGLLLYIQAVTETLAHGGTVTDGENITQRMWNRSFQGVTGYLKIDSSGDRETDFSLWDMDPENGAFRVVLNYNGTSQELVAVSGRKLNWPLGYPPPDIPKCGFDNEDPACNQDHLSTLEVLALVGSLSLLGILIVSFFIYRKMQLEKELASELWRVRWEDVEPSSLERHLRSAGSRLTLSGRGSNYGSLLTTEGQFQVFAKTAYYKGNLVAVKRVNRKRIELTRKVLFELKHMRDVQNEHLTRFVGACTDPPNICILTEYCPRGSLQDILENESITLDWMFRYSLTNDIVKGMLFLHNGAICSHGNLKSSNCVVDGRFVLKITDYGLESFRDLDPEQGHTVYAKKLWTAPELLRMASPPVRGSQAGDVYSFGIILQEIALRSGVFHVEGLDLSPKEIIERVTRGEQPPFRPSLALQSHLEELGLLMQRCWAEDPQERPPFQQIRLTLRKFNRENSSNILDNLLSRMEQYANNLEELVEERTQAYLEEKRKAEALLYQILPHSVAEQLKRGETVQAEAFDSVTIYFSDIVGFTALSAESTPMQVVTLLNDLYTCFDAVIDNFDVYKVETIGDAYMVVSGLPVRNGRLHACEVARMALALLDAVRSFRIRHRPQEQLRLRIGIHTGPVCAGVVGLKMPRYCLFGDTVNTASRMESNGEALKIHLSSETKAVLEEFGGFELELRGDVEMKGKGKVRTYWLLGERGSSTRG
# Rev-erbA mod = modulators of human Rev-erb alpha DNA binding | P20393 | activity, % at 10 µM | AID 1259318 | Rev-erbα–FITC-DNA binding, fluorescence polarization, 90 min | 0.79% of 370,000 active;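 active = activity above about 14%, limit read from the data; passing the limit was not always enough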;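 note: 0% = DMSO wells with 35 nM protein and 100% = DMSO wells with 750 nM protein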
# ABHD4 inh = inhibitors of mouse ABHD4; Q8VD66; purified mABHD4, FP-Rh probe fluorescence polarization; inhibition, % at 8.92 µM; 0.54% of 370,000 active; AID 720543;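 active = inhibition exceeding the mean over every tested compound plus 3 SD, cut at about 30% in these data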;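 note: 0% = plate median of compound wells and 100% = S159A mutant with DMSO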
#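 System: mouse ABHD4 enzyme, wild type / Medium: HEPES pH 7.0, NaCl, Pluronic buffer / Reagent: FP-Rh activity-based fluorescent probe / Control set: S159A mutant high control, sample median low control / Detection: fluorescence polarization with parallel and perpendicular emission, 525/598 nm / Schedule: 45 min + 60 min at 25 °C / Compound dosing: 8.92 µM, single dose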
# SMARCA2 act = activators of SMARCA2 function; MG213 cells, MMTV-luciferase reporter, dexamethasone, overnight; activation, % at 9.1 µM; 1% of 370,000 active; AID 652017; in the data active = activation above about 7.8%;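 note: 0% = vehicle wells and 100% = reference activator wells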
# * hit, by the source's call; · = no result given; & = joins results of further samples.
smiles	rCAG binder	PG9 Ab binder	NPR2 activator	ASAP1 inh	HTRA1 inh	ARFGAP1 inh	GC-A act	Rev-erbA mod	ABHD4 inh	SMARCA2 act
CCOc1ccc(S(=O)(=O)Nc2ccc(C(=O)NCC(c3ccco3)N3CCCCC3)cc2)cc1 (configuration not stated)	2	2.0	-2	4	-20	4	0	-7	-9	-3
COc1ccc(C(=O)NNC(=O)Cc2nc3ccccc3n2C)cc1	4	0.5	2	-4	2	-10	-1	-4	4	4
CC(C)N1CCN(Cc2ccc(Oc3ncccn3)cc2)CC1CCO (configuration not stated)	-1	-0.3	0	-1	2	0	0	5	1	-3
COc1cc2cnc(-c3ccccc3)c(-c3ccc(C(F)(F)F)cc3)c2cc1OC	0	-0.3	-3	1	-3	10	-4	6	-2	2
COc1ccc(OC[C@@H](O)CNC(=O)c2cccc3c2C(=O)c2ccc(Cl)cc2S3(=O)=O)cc1	12	0.8	0	9	7	11	7	1	-7	2
CN(c1ccccc1)S(=O)(=O)c1cccc(C(=O)NCC(=O)Nc2ccc(F)c(F)c2F)c1	3	1.6	-1	3	-12	13	-3	0	-3	-2
O=C(N/N=C/C=C/c1ccccc1)c1cc(C2CC2)[nH]n1	1	-4.7	-5	15	-11	-2	2	1	-7	-1
Cc1ccc(S(=O)(=O)N2CCOCC2)cc1C(=O)Nc1ccc(S(=O)(=O)Nc2nccs2)cc1	39*	0.8	-2	2	-3	-16	-3	-3	0	1
O=C1NCC(=O)N2C(c3ccccc3)c3[nH]c4ccccc4c3C[C@@H]12 (some centres not stated)	4	-0.8	30	3	2	6	28	2	3	0
CCOC(=O)c1c(-c2ccccc2)csc1N1C(=O)Nc2ccccc2N1O	50*	-0.1	-5	-15	1	-2	-1	-4	1	-3
COc1ccc(CN2CCN(Cc3ccon3)CC2CCO)c(C)c1C (configuration not stated)	-6	-0.7	4	1	2	0	-1	0	-3	-1
CCOC(=O)Nc1cc(C(=O)OCC)c(C)nc1C	0	0.5	0	-10	-6	-2	2	4	9	1
CCOc1ccccc1NC(=O)C1CCCN(S(C)(=O)=O)C1 (configuration not stated)	-4	-0.4	3	11	-1	5	3	2	1	-3
CCOC(=O)c1c(NC=O)sc2c1CCC2	-2	1.4	-3	4	4	-13	-6	-1	-2	-1
O=C(CC(Nc1ccccc1)c1ccc(F)cc1)c1ccccc1 (configuration not stated)	0	-3.1	-1	0	-15	4	-15	6	-11	2
Cc1[nH]c2ccccc2c1C(=O)CSc1nccc(=O)[nH]1	1	-0.2	-5	2	-3	9	-3	-1	-7	-1
N#C/C(=C\c1c(Cl)cccc1Cl)c1nc2ccccc2[nH]1	-1	-1.4	-2	-5	-33	15	-4	6	-9	4
Cc1ccc(NC(=O)CSc2nnc(-c3ccccc3F)n2-c2ccccc2)c(C)c1	-1	·	-13	·	·	·	-11	-3	-1	-7
CCOC(=O)C1(CC2CCCCO2)CCN(S(=O)(=O)c2c(C)nn(C)c2C)CC1 (configuration not stated)	-2	-1.6	0	-1	6	3	0	-1	-9	-3
Cc1ccc(C(=O)/C=C2\NCC(C)NC2=O)cc1 (configuration not stated)	0	0.2	5	11	6	7	9	1	7	0
CCOC(=O)c1c(-c2ccccc2)csc1NC(=O)c1ccc(S(=O)(=O)N2CCOCC2)cc1	-2	-0.6	11	-16	5	2	-3	10	-1	0
COc1ccc(NC(=O)CC(=O)Nc2ccc(OC)cc2)cc1	-1	2.2	6	-1	-10	12	4	-6	-11	-4
CC(=O)NCCNc1ccc([N+](=O)[O-])cn1	-1	-2.0	5	7	4	0	1	-3	1	0
OCc1ccccc1N=Cc1cccnc1	-2	-0.3	-2	-1	5	-10	-1	-9	4	0
C[C@@H](O[Si](c1ccccc1)(c1ccccc1)C(C)(C)C)[C@H]1C(=O)N[C@H](Cc2cn(S(=O)(=O)c3ccccc3)c3ccccc23)C(=O)N1C	·	·	-2	·	·	·	-4	3	-8	·
O=C(CN1c2ccccc2Sc2ccccc21)N/N=C/c1ccc([N+](=O)[O-])cc1	23	-0.1	-3	-6	27	-3	-12	0	6	-4
CCc1c(C)nc2ncnn2c1N1CCCC(C(=O)Nc2cc(F)ccc2C)C1 (configuration not stated)	-5	1.4	-5	-1	2	0	0	-2	9	0
O=C1C=C(N2CCOCC2)c2cccc3cccc1c23	-28	-4.7	1	-1	43*	5	-4	-6	83*	-6
CC1CN(S(=O)(=O)c2cccc(C(=O)N(C)C3CCN(C)CC3)c2)CC(C)O1 (configuration not stated)	0	1.7	1	5	4	18	0	5	-1	-3
CC(C)(C)C(=O)CN1C(=O)NC(C)(Cc2ccc3c(c2)OCO3)C1=O (configuration not stated)	0	-2.0	-2	0	4	4	-1	-5	2	-3
O=C(Cc1ccc(NS(=O)(=O)c2ccc(Cl)c(Cl)c2)cc1)NCCN1CCOCC1	0	-1.1	2	-3	1	15	1	-2	0	3
CN1CCC(=C2c3ccccc3C=Cc3ccccc32)CC1	3	0.6	-19	2	5	9	-28	-2&-8	2	3
Cc1ccc(CC(=O)Nc2ccccc2N2CCOCC2)cc1C	4	1.8	-8	-7	-17	7	3	7	-17	-1
O=C(NCCc1ccccc1F)C(=O)Nc1nccs1	-2	3.0	-2	-2	-3	-4	-2	1	-5	-7
COc1ccc(CC(=O)N2CC3(C)CC2CC(C)(C)C3)cc1 (configuration not stated)	-7	-2.5	0	-8	1	1	-4	-1	5	5
Cc1ccc(NC(=O)CN(Cc2ccccc2)S(C)(=O)=O)cc1C	0	1.8	0	-4	3	5	-5	-3	-6	-1
Cc1nonc1OCCNCc1c(C(=O)N2CCCCCCC2)nc2ccc(Cl)cn12	-6	-2.2	1	8	2	0	-2	-3	-3	-1
COc1cc(CCCN2C(=S)NC[C@@H]2CC2CCCCC2)cc(OC)c1OC	-11	0.2	-9	7	-14	1	-3	5	3	-3
O=C(NCCCl)Nc1cc([N+](=O)[O-])ccc1Cl	-1	-0.3	0	-8	-5	6	3	0	3	-2
COc1ccc(N2C(=O)CC(c3ccc([N+](=O)[O-])cc3)C2=O)cc1 (configuration not stated)	15	-1.1	2	-13	2	0	5	6	3	-3
CC1(C)OC2COC(c3[nH]nc4c(=O)[nH]c(=O)[nH]c34)C2O1 (configuration not stated)	2	1.2	-3	13	0	0	3	2	4	-1
CCOc1ccccc1C=Nc1ccccc1C(=O)Nc1ccccc1	-1	1.3	3	2	0	3	3	1	-2	-4
CCOc1ccc(-c2nnn(CC(=O)c3ccc4c(c3)OCCO4)n2)cc1OCC	-1	1.0	3	12	-15	10	3	0	19	-1
Cc1ccc(C(=O)NCCC(=O)N2CCC3(CC2)NCCc2[nH]cnc23)cc1C	-3	-3.0	0	0	-1	0	-1	-4	2	-3
CC(=O)Nc1cccc(/C(C)=N/NC(=O)c2ccc(Cl)cc2Cl)c1	-2	1.4	6	2	0	4	5	-2	2	-2
O=C(CCCN1C(=O)/C(=C\c2cccs2)SC1=S)Nc1cccc(C(=O)O)c1	3	-1.9	-1	-2	7	-4	0	-4	-3	-1
CCOC(=O)N(C)c1c(CC)nc2c(OCc3ccccc3)cccn12	-2	1.4	7	-4	·	-1	4	1	-2	0
CCn1c(Cc2ccccc2)nnc1SCc1nc2ccccc2c(=O)[nH]1	·	·	-4	·	1	·	-3	6	·	·
Cc1ccc(C)c(Cn2c(C)nc3c(sc(=S)n3-c3ccccc3)c2=O)c1	2	1.6	5	6	2	4	5	-2	3	2
Cc1ccc(NC(=O)CCc2nnc3ccc(N4CCC(C)CC4)nn23)nc1	-8	-1.2	-7	-1	2	-1	-1	-1	-3	-1
Cc1cc([N+](=O)[O-])ccc1NC(=O)c1cncc(Br)c1	-2	-0.2	-2	1	-2	5	-1	-3	1	-2
CC(=O)Nc1ccc(CNc2ncnc3ccc(-c4c(C)noc4C)cc23)cc1	-6	1.1	41*	19	-8	2	30	-4	10	-1
CCn1c(C)cs/c1=N\C(=S)Nc1ccccc1C	1	-1.7	1	3	-4	6	0	6	2	3
COc1cccc(OCc2nnc(SCc3cc(=O)[nH]c4ccccc34)o2)c1	-5	-4.1	0	-3	-9	4	-2	-2	-2	-1
COc1ccc(C(=O)N2CCC(C(=O)N3CCN(Cc4ccccc4)CC3)CC2)cc1	-10	0.0	0	10	3	5	1	-3	2	-2
CN(C)CCNC=C(C(=O)Nc1ccc(Cl)cc1Cl)C(=O)Nc1ccc(Cl)cc1Cl	8	-0.1	-12	0	-58	17	-10	10	-6	0
COCCN(Cc1ccccc1)C(=S)Nc1ccc(OC(F)F)cc1	-3	-1.8	0	1	-12	10	-3	1	-3	1
CN(CC(=O)Nc1ccccc1C(F)(F)F)C(=O)CN1C(=O)C2CCCCC2C1=O (configuration not stated)	-1	-0.7	2	4	1	-14	3	-1	5	-1
Cc1ccc(-n2c(C)n[nH]c2=S)cc1C	-2	-1.1	-1	4	4	-6	0	-9	3	-3
COc1ccc(N2C(=O)C3CCCN3C2c2ccc(C)o2)cc1Cl (configuration not stated)	3	-1.2	-4	-14	-1	11	6	-3	2	1

# Reprinted at random: 3 entries already listed
smiles	rCAG binder	PG9 Ab binder	NPR2 activator	ASAP1 inh	HTRA1 inh	ARFGAP1 inh	GC-A act	Rev-erbA mod	ABHD4 inh	SMARCA2 act
CCOc1ccc(-c2nnn(CC(=O)c3ccc4c(c3)OCCO4)n2)cc1OCC	-1	1.0	3	12	-15	10	3	0	19	-1
COc1ccc(N2C(=O)C3CCCN3C2c2ccc(C)o2)cc1Cl (configuration not stated)	3	-1.2	-4	-14	-1	11	6	-3	2	1
Cc1ccc(NC(=O)CCc2nnc3ccc(N4CCC(C)CC4)nn23)nc1	-8	-1.2	-7	-1	2	-1	-1	-1	-3	-1

# (more compounds)
smiles	rCAG binder	PG9 Ab binder	NPR2 activator	ASAP1 inh	HTRA1 inh	ARFGAP1 inh	GC-A act	Rev-erbA mod	ABHD4 inh	SMARCA2 act
O=c1ccn(-c2cccc(C(F)(F)F)c2)nc1-c1ccn(-c2ccccc2)n1	-1	-2.1	8	-10	-7	9	7	-1	5	0
O=Cc1cccn1-c1cccnc1	0	-3.4	3	3	0	1	-3	-4	2	7.9*
O=C(NCCO)C(=O)NCC1OCCCN1S(=O)(=O)c1ccc2c(c1)OCCO2 (configuration not stated)	-3	-2.3	4	3	-3	0	3	-6	-6	1
OC[C@@H]1CN(Cc2ccccc2)C[C@H](n2ccc3c(N4CCCC4)ncnc32)O1	0	0.8	2	3	·	9	-2	0	1	-5
COc1cc(C=Nc2cccc([N+](=O)[O-])c2C)ccc1OC(C)=O	-1	0.9	5	-5	7	7	2	-8	4	-1
O=C(c1ccccc1)N1CCN(C(=O)c2ccccc2)c2ccccc21	3	-0.6	-4	-12	4	-1	-6	7	-10	-3
Cc1cccc(OCC(=O)NC2CCCc3ccccc32)c1C (configuration not stated)	-5	-0.7	5	7	-18	-4	1	0	-4	1

# Rows were taken by chance. Share with any hit: about 4.4%.
